influenza NS1A – H1N1 influenza NS1A inhibitors, functional cell based assay (AID 504329); NS1A functional cell-based assay, percent inhibition; higher % means a stronger effect; 340,000 tested, 0.3% active; inhibition, % at 12.5 µM, or IC50 in µM where a hit was titrated; in the data active means a potency from the dose series; inconclusive means inhibition above about 27% without an active follow-up result; further: strong numbers were not always called active
M. tuberculosis HTS – M. tuberculosis growth inhibition, HTS (AID 449762). M. tuberculosis H37Rv growth inhibition, 7H9 media; higher % means a stronger effect. inhibition, % at 25 µM, or IC50 in µM where a hit was titrated. 330,000 tested, 0.59% active; in the data active means a potency from the dose series; inconclusive means inhibition above about 70% without an active follow-up result;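 further: bacterial growth assessed after seven days of incubation; strong numbers were not always called active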
VEEV TC-83 Vero – inhibitors of VEEV TC-83 cytopathic effect, confirmation, Vero cells (AID 588727) | Vero cells, VEEV TC-83 cytopathic effect inhibition; higher % means a stronger effect | 350,000 tested, 0.13% active | one-dose inhibition, % at 20 µM; IC50 in µM for titrated hits; in the data active means a potency from the dose series; inconclusive means inhibition mostly from about 14% at the one dose, without a potency; inactive means the rest, 99 in 100 with inhibition below about 12%; further: strong numbers were not always called active
tuberculosis growth – growth inhibition of non-replicating M. tuberculosis (AID 488890). Mycobacterium tuberculosis non-replicating, growth inhibition; higher % means a stronger effect. one-dose inhibition, % at 25 µM; IC50 in µM for titrated hits. 320,000 tested, 0.39% active; in the data active means a potency from the dose series; inconclusive means inhibition mostly from about 82% at the one dose, without a potency; inactive means the rest, 99 in 100 with inhibition below about 76%;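 further: plate controls were DMSO cells for no effect and high antibiotic wells for full effect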
PhoP GFP inhibition – PhoP regulon inhibitors, Salmonella typhi PhoP promoter GFP reporter, confirmatory (AID 1850) | Salmonella Typhi PhoP-promoter GFP reporter, fluorescence, 4 h; higher % means a stronger effect | inhibition, % at 50 µM, or IC50 in µM where a hit was titrated | 310,000 tested, 0.33% active; in the data active means a potency from the dose series; inconclusive means inhibition mostly from about 25% at the one dose, without a potency; inactive means the rest, 99 in 100 with inhibition below about 19%;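 further: 0% = induced wells with vehicle and 100% = uninduced wells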
VEEV TC-83 Vero 10K pilot screen – second read-out of VEEV TC-83 Vero, no call of its own (marks repeat the call); inhibition, %; measured here: 10K pilot screen inhibition
* marks the source's active call; other numbers are inactive results; i = inactive; ? = inconclusive; · = no result given; & = joins results of further samples.

SMILES | influenza NS1A | M. tuberculosis HTS | VEEV TC-83 Vero | tuberculosis growth | PhoP GFP inhibition | others
Cc1ccc(/C(O)=C2/C(=O)C(=O)N(c3ccccn3)C2c2ccc([N+](=O)[O-])cc2)cc1 (stereo not drawn) | 6% | 6% | 1.0% | 73% | -4%
Cc1oc(C)c2c(=O)ccc3c(c12)OC(N)=C(C#N)C3c1ccc(F)cc1 (stereo not drawn) | 5% | ? | 1.9% | 30% | 8%
CCNC(=O)COC(=O)/C=C/c1c(C)nn(Cc2cccc(OC)c2)c1Cl | 0% | 4% | 0.7% | 17% | 6%
O=C(O)CC(c1cccc(O)c1)N1Cc2ccccc2C1=O (stereo not drawn) | -9% | -3% | i | -17% | 4%
Cc1ccc(S(=O)(=O)N(C)C)cc1NC(=O)C1Cc2ccccc2CN1C(=O)c1ccco1 (stereo not drawn) | 3% | 0% | 0.6% | 9% | -3%
COc1ccc2sc3c(=O)[nH]c4ccccc4c3c2c1 | -8% | 4% | 4.7% | -8% | -1%
Cc1ccnc(NS(=O)(=O)c2ccc(NC(=O)c3ccc([N+](=O)[O-])s3)cc2)n1 | 13% | 5% | 1.5% | 8.3µM* | 5%
O=C(NC(=S)Nc1ccccc1)c1cc(-c2ccccc2)nc2ccccc12 | 2% | 63% | 6.5% | 78% | -6%
CC(=O)c1ccccc1NS(=O)(=O)c1ccccc1Cl | -12% | -5% | 0.3% | 7% | 4%
CCCc1c(C(=O)N/N=C(\C)CCc2ccc(OC)cc2)nnn1-c1nonc1N | 8% | 15% | 1.3% | 23% | 6%
O=C(Nc1ccccc1)c1cc(Cl)nc2ccccc12 | 1% | -5% | 1.0% | 1% | -4%
COc1c(NC=O)c2c(c([N+](=O)[O-])c1OC)C(=O)OC2 | 0% | · | 1.8% | · | ·
CCOC(=O)C1=C(COC(=O)C(CC)c2ccccc2)NC(=O)NC1C (stereo not drawn) | -5% | -7% | 8.2% | 6% | ·
COc1ccc(/C=C/c2ccc3cccc(O)c3n2)cc1Br | 10% | ? | 1.5% | ? | 5%
CC(=O)Oc1c(S(=O)(=O)c2ccc(C)cc2)c(C)nn1C(C)(C)C | -2% | -2% | 0.8% | 5% | 1%
CCN(CC)N=Nc1ccc(C(=O)O)cc1 | 2% | -6% | 0.8% | 22% | 14%
CCOC(=O)c1c(/N=C/C2=C(O)CC(C)(C)CC2=O)sc2c1CCCC2 | · | 3% | 0.9% | -4% | 0%
COc1ccc(Br)cc1CN(C)CC(=O)NCc1ccc(F)cc1 | -10% | 8% | i | -2% | 2%
Cc1[nH]c(=O)[nH]c(=O)c1NC(=O)c1ccc(OC(C)C)cc1 | 7% | 4% | 0.2% | -1% | -1%
COc1ccc(CCNC(=O)COC(=O)CSc2ccc([N+](=O)[O-])cc2)cc1OC | -10% | -3% | 1.9% | 28% | ·
N#CNC(N)=Nc1cccc(Cl)c1 | 2% | ? | 6.9% | 45% | 2%
CC(=O)Nc1ccc(Nc2ncnc3ccccc23)cc1 | · | 9% | · | 4% | 13%
CC1CN(C(=O)c2cc(F)c(F)cc2Cl)CC(C)O1 (stereo not drawn) | 4% | -1% | i | -10% | -1%
COc1ccc(Cc2c[nH]c(=O)[nH]c2=O)cc1 | -4% | -9% | 4.0% | -17% | -3%
NCCCC[C@@H]1NC(=O)c2cc([N+](=O)[O-])cc(I)c2SC[C@@H](C(N)=O)NC(=O)[C@H](CCC(N)=O)NC1=O | -3% | -6% | 0.1% | -5% | -5%

Reprinted from the part before: 2 entries; new compounds follow.
SMILES | influenza NS1A | M. tuberculosis HTS | VEEV TC-83 Vero | tuberculosis growth | PhoP GFP inhibition | others
COc1ccc(Cc2c[nH]c(=O)[nH]c2=O)cc1 | -4% | -9% | 4.0% | -17% | -3%
NCCCC[C@@H]1NC(=O)c2cc([N+](=O)[O-])cc(I)c2SC[C@@H](C(N)=O)NC(=O)[C@H](CCC(N)=O)NC1=O | -3% | -6% | 0.1% | -5% | -5%
CCCCN(CC)Cc1ccc(CNC(=S)Nc2ccccc2F)o1 | -15% | -12% | i | 16% | 12%
COc1ccc(C2C(C(=O)c3sc(C)nc3C)=C(O)C(=O)N2CCN2CCOCC2)cc1 (stereo not drawn) | -3% | · | 0.6% | · | ·
Cc1cc([N+](=O)[O-])ccc1P(=O)(O)c1ccc([N+](=O)[O-])cc1C | -19% | · | i | · | ·
Cc1cc(C)c(S(=O)(=O)Nc2cc(SCC(=O)O)c(O)c3ccccc23)cc1C | · | 9% | · | ? | 0%
COc1ccccc1N(CC(=O)Nc1cccc(C(F)(F)F)c1)S(C)(=O)=O | -7% | -1% | 5.8% | 1% | -5%
O=C(CSCc1cnn(-c2ccccc2)c1-n1cccc1)N1CCN(Cc2ccccc2)CC1 | 7% | -6% | i | 2% | -5%
Cc1cc2c(cn1)C(CCC#N)(CCC#N)c1ccccc1-2 | -1% | 2% | i | -9% | -6%
C=CCSc1nc2c(sc3nc(C)cc(C)c32)c(=O)[nH]1 | 3% | 2% | 5.3% | 32% | -1% | VEEV TC-83 Vero 10K pilot screen=4.3
Cc1cccc2c(N=Nc3ccccc3)c(O)[nH]c12 | 1% | -4% | 1.5% | 7% | -13%
CCCn1c(Oc2ccccc2)nc2c1c(=O)n(C)c(=O)n2C | 2% | -2% | 1.1% | 37% | -2%
Cc1ccc2c(CC(=O)OCn3nnc4ccccc4c3=O)coc2c1 | -3% | 41% | 0.7% | 78% | -5%
C#CCOc1ccc(C2C3=C(COC3=O)Nc3cc4c(cc32)OCO4)cc1OC (stereo not drawn) | -6% | · | 12% | · | ·
O=C(Cc1ccc(Cl)cc1)N1CCC2(CC1)NCCc1[nH]cnc12 | -6% | 3% | 2.3% | -4% | 1%
Cc1cccc([C@@H]2[C@@H]3C(=O)N(C)C(=O)[C@@H]3[C@@H]3C(=O)Nc4ccccc4C(=O)N23)c1 | 11% | 0% | 0.2% | 8% | -12%
Cn1cnc(C(=O)NCc2ccc(CNC(=O)OC(C)(C)C)cc2)c1C(=O)NCc1ccc(CNC(=O)OC(C)(C)C)cc1 | -25% | 2% | 4.2% | -14% | ·
O=C(c1ccc2c(c1)OCO2)C1CCCN(Cc2ccccc2OC(F)F)C1 (stereo not drawn) | 1% | -2% | 1.8% | 36% | -1%
CCc1nnc(NC(=O)CSc2nnc(CNc3cccc(C)c3)n2-c2ccccc2)s1 | 9% | -4% | 1.8% | -2% | -4%
Cc1ccc(-n2c(C)cc(C=C3C(=O)N(C)C(=O)N(C)C3=O)c2C)cc1 | -5% | · | 0.3% | · | ·
NNC(=O)Cc1cn(-c2ncc(C(F)(F)F)cc2Cl)c2ccccc12 | 2% | -7% | 0.5% | -7% | 2%
O=C(NCC(c1cccnc1)N1CCN(c2ccccc2)CC1)Oc1ccccc1 (stereo not drawn) | 1% | -4% | i | 27% | 7%
COc1ccc(NC(=O)CSc2nc3nc(-c4cccs4)cc(C(F)(F)F)c3c(=O)[nH]2)c(OC)c1 | 1% | 11% | 6.1% | 26% | -7%
CC(C)(C)c1cccc(/C=N/O)c1O | 12% | -5% | 0.6% | 3% | 0%
COc1ccc(CCNC(=O)c2nc(-c3cccs3)no2)cc1OC | 4% | -4% | i | 63% | -4%
CC1CC(C)CN(CC(=O)Nc2ccc3c(c2)OCCO3)C1 (stereo not drawn) | 6% | -5% | 2.7% | -2% | 5%
Cc1ccc(S(=O)(=O)N2CCN(C)CC2)cc1[N+](=O)[O-] | -8% | 4% | i | -7% | -2%
Additional results:
SMILES | influenza NS1A | M. tuberculosis HTS | VEEV TC-83 Vero | tuberculosis growth | PhoP GFP inhibition | others
CCn1ccnc1CN(C)Cc1cn(-c2ccccc2)nc1-c1ccc(OC)cc1F | -3% | 40% | 5.4% | 20% | -18%
COc1ccc(NC(=O)CSc2nc3ccccc3cc2Cc2ccccc2)cc1 | 1% | -4% | 1.3% | -8% | 19%
CCC(C)NC(=O)CSc1nnc(-c2ccc(OC)c(OC)c2)c(-c2ccc(OC)c(OC)c2)n1 (stereo not drawn) | 1% | -1% | i | -7% | -6%
CCOC(=O)N1CCN(Cc2nc(C3CC3)no2)CC1 | -4% | -6% | 0.3% | 53% | -7%
Cc1cc(/C=N/NC(N)=S)c(C)n1-c1ccc(Cl)c(Cl)c1 | -2% | ? | 0.3% | ? | 3%
COc1cccc(OC)c1C(=O)Nc1ccc2nc(C)c(C)nc2c1 | -18% | -4% | 0.6% | -9% | -5%
CC(OC(=O)C1CC(=O)N(Cc2ccco2)C1)C(=O)Nc1ccc(F)cc1Cl (stereo not drawn) | -6% | -3% | 1.1% | -7% | ·
COc1cc(C2Nc3c(F)cccc3C3C=CCC32)cc(Br)c1OC (stereo not drawn) | 5% | -5% | 1.8% | 11% | -9%
CC(=O)Nc1cc(-c2ccccc2)nn1Cc1ccc(Cl)cc1 | -3% | -7% | 0.8% | 2% | -17%
COC(=O)c1ccc(NC2CC(=O)N(c3ccccc3C)C2=O)cc1 (stereo not drawn) | 9% | 0% | 0.0% | 2% | 2%
CCCCn1cnc2sc3c(c2c1=N)CCCC3 | 3% | · | i | 17% | -11%
O=C1CSC(c2ccccc2)N1c1ccccc1F (stereo not drawn) | -23% | 9% | i | -2% | 5%
COc1cccc(OCc2cc(C(=O)N(C)C3CC(C)(C)NC(C)(C)C3)no2)c1 | -9% | -1% | 2.7% | 1% | -21%
C#C[C@]1(O)CCC2C3C(=O)C=C4C(Cl)=CCC[C@]4(C)C3CC[C@@]21C (stereo partly drawn) | -5% | · | 7.3% | · | ·
Cc1ccc(C)c(C(=O)CSc2nc(C)cc(=O)[nH]2)c1 | -4% | -7% | 0.4% | 2% | -4%
COc1ccc(C(=O)CSc2nnc(Cn3nnc4ccccc43)n2C)cc1 | -1% | 16% | 0.3% | 0% | -15%
CC1([N+](=O)[O-])COC(C=Cc2ccccc2)OC1 (stereo not drawn) | 1% | · | 0.6% | · | ·
CC(c1ccccc1)C(CC(=O)O)C(=O)Nc1ccc(Cl)c(Cl)c1 (stereo not drawn) | -5% | -3% | 0.3% | 10% | 6%
CCOc1ccc(CN(C)CC(=O)Nc2cc(OC)c([N+](=O)[O-])cc2C)cc1 | -1% | 0% | 0.7% | -5% | -13%
O=C(Cn1cnc2c(nnn2Cc2ccc(F)cc2)c1=O)N1CCN(c2ccccc2)CC1 | -1% | 0% | 2.1% | 31% | 2%
CCOC(=O)c1ccccc1NC(=O)Cn1cnc2c1c(=O)n(C)c(=O)n2C | 10% | 0% | 0.7% | -5% | -2%
Cc1cccc(NC(=O)CN2CCN(CC(=O)NCC3(N4CCCCC4)CCCCC3)CC2)c1C | -1% | · | i | · | ·
Cc1cccc(-n2ncc3c2CCCC3NC(=O)CC(F)(F)F)c1C (stereo not drawn) | -5% | -5% | 0.2% | -4% | 4%
CC(Oc1ccccc1)C(=O)Nc1c2c(nn1-c1ccccc1)CS(=O)(=O)C2 (stereo not drawn) | 0% | -2% | 0.8% | -11% | -3%
COc1ccccc1CNS(=O)(=O)c1cccc(S(=O)(=O)N2CCOCC2)c1 | -7% | -5% | 0.7% | 2% | -9%&7%
Cc1ccc(S(=O)(=O)N2CCCCC2)c2nsnc12 | -2% | -2% | 0.2% | -9% | 2%
N#Cc1cnc(SCC(=O)NNC(=O)COc2cccc3ccccc23)nc1N | -4% | 4% | 2.8% | 1% | -12%
CCOc1ccc(N(CC)C(=O)c2cn(CC)c(=O)c3cc(OC)c(OC)cc23)cc1 | 3% | -2% | 0.3% | -5% | 4%
O=C1OCc2ccc(NC(=O)C3CCCCC3)cc21 | -10% | 4% | 1.5% | 3% | 6%
O=C(NC(Cc1ccccc1)C(=O)O)c1ccccc1 (stereo not drawn) | -3% | -2% | 1.4% | -6% | -3%

In the list so far, these have bromine.
SMILES | influenza NS1A | M. tuberculosis HTS | VEEV TC-83 Vero | tuberculosis growth | PhoP GFP inhibition | others
COc1ccc(/C=C/c2ccc3cccc(O)c3n2)cc1Br | 10% | ? | 1.5% | ? | 5%
COc1ccc(Br)cc1CN(C)CC(=O)NCc1ccc(F)cc1 | -10% | 8% | i | -2% | 2%
COc1cc(C2Nc3c(F)cccc3C3C=CCC32)cc(Br)c1OC (stereo not drawn) | 5% | -5% | 1.8% | 11% | -9%

An excerpt from the list above:
SMILES | influenza NS1A | M. tuberculosis HTS | VEEV TC-83 Vero | tuberculosis growth | PhoP GFP inhibition | others
CCn1ccnc1CN(C)Cc1cn(-c2ccccc2)nc1-c1ccc(OC)cc1F | -3% | 40% | 5.4% | 20% | -18%
COc1ccc(NC(=O)CSc2nc3ccccc3cc2Cc2ccccc2)cc1 | 1% | -4% | 1.3% | -8% | 19%

High-throughput results: PubChem, Southern Research Specialized Biocontainment Screening Center
